# Screening results from PubChem BioAssay.
# PNC inhibitor = High Content Assay for Compounds that inhibit the Assembly of the Perinucleolar Compartment; PC3M PTB-GFP, PNC prevalence imaging, 16 h; hits give low values; activity change (PNC), negative = inhibition, % at 10 µM; 140,000 tested, 3.1% active; AID 2417, 2010;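 active means readout at or below -70, meaning at least 70% loss of cells showing the perinucleolar compartment, a nuclear body marking cancer cells; inconclusive means readout between -30 and a set limit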;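 further: plate controls were DMSO wells for no effect and camptothecin positive control wells for full effect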
#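 Read-out is percentage of cells bearing a perinucleolar compartment, from automated 20x imaging of fixed, Hoechst-stained PC3M PTB-GFP cells. Cells were seeded 4 h, then exposed 16 h to compound (23 nl of library stock) in duplicate plates.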
# ALOX15B inhib = qHTS Assay for Inhibitors of 15-hLO-2 (15-human lipoxygenase 2) | Polyunsaturated fatty acid lipoxygenase ALOX15B (Homo sapiens), O15296 | purified 15hLO-2, xylenol orange hydroperoxide absorbance | Potency, µM (series often up to 57.1 µM), without a hit: at the top dose activity change, negative = inhibition, usual class: inhibitors | 110,000 tested, 0.56% active; further: potency means the concentration at half of the fitted maximal effect; nearly all actives have a fitted effect of over 60% in size; many of its hits are not listed in these tables
# Target sequence (O15296 whole entry, looked up): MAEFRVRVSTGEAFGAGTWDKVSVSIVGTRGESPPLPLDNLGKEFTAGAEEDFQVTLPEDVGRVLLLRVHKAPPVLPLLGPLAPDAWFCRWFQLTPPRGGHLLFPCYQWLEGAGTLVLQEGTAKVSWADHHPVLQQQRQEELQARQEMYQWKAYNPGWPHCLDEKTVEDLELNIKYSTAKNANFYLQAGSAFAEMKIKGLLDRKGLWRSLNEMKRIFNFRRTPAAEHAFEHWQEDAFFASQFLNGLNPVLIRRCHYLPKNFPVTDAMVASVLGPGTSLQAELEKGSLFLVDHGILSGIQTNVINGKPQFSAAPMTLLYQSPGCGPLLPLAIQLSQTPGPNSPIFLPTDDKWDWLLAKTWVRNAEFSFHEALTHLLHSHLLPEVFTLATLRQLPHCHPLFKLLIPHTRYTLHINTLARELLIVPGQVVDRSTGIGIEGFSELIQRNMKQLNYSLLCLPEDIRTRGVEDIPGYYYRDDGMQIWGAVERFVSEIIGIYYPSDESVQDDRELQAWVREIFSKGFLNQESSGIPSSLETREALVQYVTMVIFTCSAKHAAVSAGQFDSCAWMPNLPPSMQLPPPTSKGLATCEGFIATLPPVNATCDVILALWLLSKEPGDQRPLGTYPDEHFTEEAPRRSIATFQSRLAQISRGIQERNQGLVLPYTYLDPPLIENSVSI
#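 Enzyme 50 nM, AA 45 uM, 25 mM Hepes pH 7.5 + 0.01% Triton X-100; cpd preinc 15 min RT, rxn 90 min RT; stop/detect with 200 uM XO + 300 uM Fe(II) in 50 mM H2SO4, 30 min; A573/A405.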
# IMPase inh = qHTS Assay for Identifying the Cell-Membrane Permeable IMPase Inhibitors; CHO-M1 cells, IP1 accumulation, HTRF TR-FRET ratio; inhibition (IP1 accumulation), % at 46.1 µM; Inositol monophosphatase 1 (Rattus norvegicus), P97697; 120,000 tested, under 10 active; active means well fitted curve in the direction sought with a large enough effect in the signal ratio, not every such curve was filed as active; inconclusive means small, poorly fitted or top-dose-only effect, or a change in a side signal; inactive means no such curve, though single readings can be large or run the other way; the % refers to the signal ratio;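 further: cells stimulated with carbachol in lithium chloride buffer; plate controls were DMSO basal wells for no effect and reference inhibitor wells for full effect; higher means more IMPase inhibition seen as more IP1 and lower FRET ratio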
# Target sequence (P97697 whole entry, looked up): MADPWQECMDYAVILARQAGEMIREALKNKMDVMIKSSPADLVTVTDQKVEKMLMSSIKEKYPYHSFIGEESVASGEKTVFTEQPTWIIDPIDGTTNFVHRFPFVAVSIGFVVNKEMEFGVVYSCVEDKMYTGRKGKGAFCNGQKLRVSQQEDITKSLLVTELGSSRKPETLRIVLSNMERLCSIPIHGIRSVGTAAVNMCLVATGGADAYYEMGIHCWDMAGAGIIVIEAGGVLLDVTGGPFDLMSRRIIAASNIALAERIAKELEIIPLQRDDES
#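 The IP-One HTRF competitive assay in carbachol-stimulated CHO-M1 cells quantifies cellular IP1. Compounds spanned up to 46 uM final, and activity is expressed as AC50 from concentration-response fits of the ratio and donor data.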
# 12-hLO inh = qHTS Assay for Inhibitors of 12-hLO (12-human lipoxygenase); 150,000 tested, 0.12% active; Potency, µM (highest dose often 57.1 µM), for inactives: at the top dose activity change, negative = inhibition, hits mostly inhibitors; purified 12-hLO, xylenol orange hydroperoxide absorbance; Polyunsaturated fatty acid lipoxygenase ALOX12 (Homo sapiens), P18054; further: potency means the concentration at half of the fitted maximal effect; nearly all actives have a fitted effect of over 55% in size; many of its hits are not listed in these tables
#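 Hydroperoxide formation by human 12-lipoxygenase from 40 uM arachidonic acid was followed colorimetrically via ferric-xylenol orange complex, using the 573/405 nm absorbance ratio. Enzyme concentration was 150 nM, with 30 min reaction at room temperature.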
# * = called active by the depositor; ? = inconclusive; . = not tested or not shown; & = joins results of further samples; [ ] = remark or other dose. Unless noted, the call rests on the fitted dose curve; in most records, active means well fitted curve in the direction sought with a large enough effect; inconclusive means small, poorly fitted or top-dose-only effect, or another doubt; inactive means no such curve, though single readings can be large; an effect the other way counts as inactive or inconclusive. Unless noted, on the % scale 0 is the no-effect control and ±100 the full control effect. Only part of the results is shown; the hit share may differ from the screen's.
no.	SMILES	PNC inhibitor	ALOX15B inhib	IMPase inh	12-hLO inh
1	O=c1[nH]c2ccccc2c(=O)n1Cc1ccccc1	?	-9%	3	-3%
2	Cc1nccn1CC(O)Cn1c2ccccc2c2ccccc21 (stereo not given)	-28	.	-3	2%
3	Cc1cc(C)nc(NC(=O)c2cccc(Cl)c2)n1	53	-1%	0	1%
4	NC(=O)C1CCN(c2ncnc3c(-c4ccccc4)nsc23)CC1	?	-1%	12	1%
5	NNC(=O)COc1ccc(-c2n[nH]c(C(F)(F)F)c2-c2ccc(Br)cc2)c(O)c1	-12	.	.	-5%
6	Nc1cccc(-n2nnnc2CN2CCOCC2)c1	?	.	.	0%
7	Cc1nn(C(C)C(=O)O)c2ccccc12 (stereo not given)	30	15%	-7	8%
8	CNC[C@@H](SC)c1ccc(O)c(O)c1	.	-11%[11.4 µM]	.	-4%[11.4 µM]
9	NC(=NC(=O)c1ccccc1)N1CCOCC1	23	14%	-1	4%
10	CCOP(=O)(OCC)C(NC(=O)Nc1cccc(Cl)c1)c1ccccc1 (stereo not given)	-113*	.	.	-1%

# Retrieved one by one from the entries so far (two):
no.	SMILES	PNC inhibitor	ALOX15B inhib	IMPase inh	12-hLO inh
10	CCOP(=O)(OCC)C(NC(=O)Nc1cccc(Cl)c1)c1ccccc1 (stereo not given)	-113*	.	.	-1%
2	Cc1nccn1CC(O)Cn1c2ccccc2c2ccccc21 (stereo not given)	-28	.	-3	2%

# (list continues)
no.	SMILES	PNC inhibitor	ALOX15B inhib	IMPase inh	12-hLO inh
11	CCC(c1nnnn1CC1CCCO1)N(CCCO)Cc1cc2cccc(C)c2[nH]c1=O (stereo not given)	32	8%	-6	-2%
12	O=C(COc1ccc(/C=N/NS(=O)(=O)c2ccccc2)cc1)NCCc1ccccc1	26	-10%	-16	-3%
13	CCCCc1nc2ccccc2c(NC(=O)CN2CCCC2)c1CCC	-100*	.	3	-6%
14	Cc1nnc(N/N=C\c2ccc(-c3ccccc3[N+](=O)[O-])o2)n1N	38	.	.	-1%
15	CCOC(=O)CC1COc2ccccc2N1C(=O)c1ccc(C)cc1 (stereo not given)	17	2%	7	-1%
16	CC1CCc2c(C(=O)NCC3CCCO3)csc2C1 (stereo not given)	-11	-10%	4	-5%
17	CNC(=O)c1sccc1SCc1c(Cl)cccc1Cl	11	-3%	2	0%
18	CCOC(=O)c1nnc2cc(-c3ccc(Br)cc3)nn2c1C	14	-3%	4	-6%
19	CC(C)CNS(=O)(=O)c1ccc(OCC(=O)NCC2CCCO2)c(Cl)c1 (stereo not given)	18	.	-3	2%
20	CCCCC(=O)Nc1ccc(NC(=O)c2ccccc2OC)cn1	21	11%	10	-4%
21	Cc1ccc2[nH]c(=O)c(CN(Cc3cccnc3)C(=O)c3ccncc3)cc2c1	12	8%	5	-3%
22	Cn1ccnc1SCC(=O)NC1CC1	7	-6%	0	0%
23	NS(=O)(=O)c1ccc(CNC(=O)C23CC4CC(CC(C4)C2)C3)cc1	17	-9%	7	4%
24	Cc1cc2ncn(C3CC(=O)N(Cc4ccc(N5CCCC5=O)cc4)C3=O)c2cc1C (stereo not given)	-17	-4%	-14	0%
25	COC(=O)c1sc(NC(=O)c2oc3ccccc3c2C)nc1C	-20	-8%	-20	2%
26	O=C(O)Cn1nc(C(F)(F)F)c2c1CCCCC2	-24	0%	1	-4%
27	CC(C(=O)NCc1ccc2c(c1)OCO2)N1c2cccc3cccc(c23)S1(=O)=O (stereo not given)	79	-2%	2	-1%
28	COc1cccc(-c2nc(CS(=O)(=O)CC(=O)NCCCOC(C)C)c(C)o2)c1	?	-11%	6	2%
29	Cc1cc(C)n(CCCNCC(O)c2ccccc2)n1 (stereo not given)	18	-4%	-7	-5%
30	O=C(NC(=S)N1CCCCC1)c1cccs1	15	.	.	0%
31	COC(=O)c1ccc(N2CCOCC2)c(NC(=O)Nc2cccc(OC)c2)c1	?	.	7	-5%
32	COc1nc(C)nc(NC(=O)NS(=O)(=O)c2ccc(C)cc2)n1	-1	-4%	11	-5%
33	COc1ccc(CCNC(=O)/C=C/c2ccc(C)cc2)cc1OC	-14	22%	9	-1%
34	O=C(CCN1C(=O)C2C3C=CC(C3)C2C1=O)NCC1CCCO1 (stereo not given)	11	-2%	-10	7%
35	Nc1nonc1/C(=N/O)N1CCCC1	?	1%	-2	-5%
36	C#CCCCC(=S)Nc1ccccc1	.	-7%	.	1%
37	CCC(=O)Oc1ccc2c(C)c(Cl)c(=O)oc2c1	27	-4%	-27	-9%
38	COc1ccc(OCCCSc2ncccn2)cc1	0	0%	3	-8%
39	COCCNC(=O)COc1ccc(C)cc1C	-23	3%	7	2%
40	CCc1nnc(NC(=O)Cn2nc(-c3ccccc3OC)ccc2=O)s1	30	-2%	6	-6%

# Compounds shown so far that have bromine:
no.	SMILES	PNC inhibitor	ALOX15B inhib	IMPase inh	12-hLO inh
5	NNC(=O)COc1ccc(-c2n[nH]c(C(F)(F)F)c2-c2ccc(Br)cc2)c(O)c1	-12	.	.	-5%
18	CCOC(=O)c1nnc2cc(-c3ccc(Br)cc3)nn2c1C	14	-3%	4	-6%

# Following part:
no.	SMILES	PNC inhibitor	ALOX15B inhib	IMPase inh	12-hLO inh
41	N#Cc1nc(-c2ccc(Cl)cc2)oc1N1CCCCC1	71	-4%	1	0%
42	CCOC(=O)N1CCC(NC(=O)c2ccc3c(c2)N(Cc2ccc(C)cc2)CCS3)CC1	-10	-7%	?	-1%
43	CCOC(=O)CNC(=O)C1CCCN(c2ncccn2)C1 (stereo not given)	16	3%	1	-8%
44	CC1=C(C)C(=O)C(N2CCOCC2)=CC1=O	30	.	20	2%
45	Fc1ccccc1-n1[nH]nnc1=S	35	7%	9	-1%
46	O=C(Nc1ccccc1C(F)(F)F)c1ccc(F)c(S(=O)(=O)N2CCOCC2)c1	34	3%	2	-7%
47	CCCCn1c(=O)nc2n(-c3ccccc3C)c3ccccc3cc-2c1=O	-21	.	.	6%
48	COc1ccc(N2C(=O)C3CCCN3C2c2ccccc2)cc1Cl (stereo not given)	122	8%	-7	3%
49	N=c1ccn2c(n1)OC1C(O)C(CO)OC12 (stereo not given)	.	1%&4%	.	-1%&-3%
50	Cc1cccc(C(=O)NC(=S)N2CCN(C(=S)NC(=O)c3cccc(C)c3)CC2)c1	9	.	.	-1%

# 16 entries out of the list, sorted by heavy-atom count, highest first.
no.	SMILES	PNC inhibitor	ALOX15B inhib	IMPase inh	12-hLO inh
42	CCOC(=O)N1CCC(NC(=O)c2ccc3c(c2)N(Cc2ccc(C)cc2)CCS3)CC1	-10	-7%	?	-1%
50	Cc1cccc(C(=O)NC(=S)N2CCN(C(=S)NC(=O)c3cccc(C)c3)CC2)c1	9	.	.	-1%
46	O=C(Nc1ccccc1C(F)(F)F)c1ccc(F)c(S(=O)(=O)N2CCOCC2)c1	34	3%	2	-7%
31	COC(=O)c1ccc(N2CCOCC2)c(NC(=O)Nc2cccc(OC)c2)c1	?	.	7	-5%
47	CCCCn1c(=O)nc2n(-c3ccccc3C)c3ccccc3cc-2c1=O	-21	.	.	6%
40	CCc1nnc(NC(=O)Cn2nc(-c3ccccc3OC)ccc2=O)s1	30	-2%	6	-6%
48	COc1ccc(N2C(=O)C3CCCN3C2c2ccccc2)cc1Cl (stereo not given)	122	8%	-7	3%
32	COc1nc(C)nc(NC(=O)NS(=O)(=O)c2ccc(C)cc2)n1	-1	-4%	11	-5%
43	CCOC(=O)CNC(=O)C1CCCN(c2ncccn2)C1 (stereo not given)	16	3%	1	-8%
41	N#Cc1nc(-c2ccc(Cl)cc2)oc1N1CCCCC1	71	-4%	1	0%
38	COc1ccc(OCCCSc2ncccn2)cc1	0	0%	3	-8%
37	CCC(=O)Oc1ccc2c(C)c(Cl)c(=O)oc2c1	27	-4%	-27	-9%
39	COCCNC(=O)COc1ccc(C)cc1C	-23	3%	7	2%
49	N=c1ccn2c(n1)OC1C(O)C(CO)OC12 (stereo not given)	.	1%&4%	.	-1%&-3%
35	Nc1nonc1/C(=N/O)N1CCCC1	?	1%	-2	-5%
45	Fc1ccccc1-n1[nH]nnc1=S	35	7%	9	-1%

# Continued.
no.	SMILES	PNC inhibitor	ALOX15B inhib	IMPase inh	12-hLO inh
51	C1=C(c2cccc3ccccc23)N2CCN=C2S1	33	7%	10	6%
52	COc1ccccc1NC(=S)NCC1CCCCC1	-16	.	.	-11%
53	COc1ccccc1N1CCN(C(=O)c2ccoc2C)CC1	?	-7%	2	5%
54	O=c1cc(N2CCN(c3ccccc3)CC2)[nH]c(=O)n1-c1ccccc1Cl	?	-4%	-1	0%
55	CCN(CC)CCn1c(=S)[nH]c2ccccc2c1=O	13	1%	-3	-1%
56	Fc1ccc(NCc2cccnc2)cc1	16	3%	-3	3%
57	O=C1CC(=C(c2ccccc2)c2ccccc2)C(=O)N1CCCCN1CCN(c2cccc(Cl)c2)CC1	-8	32%[activator]	6	-26%
58	C/C(=N\NC(=O)C1CC1)c1ccc(Cl)cc1	?	.	-2	2%
59	Cc1cc(C)n(CCc2nc(-c3ccc(-c4ccccc4)cc3)cs2)n1	-21	.	.	0%
60	CC(=O)Nc1ccn(-c2ccccc2)n1	-119*	.	5	5%
61	CCOc1ccc(NC(=S)N(Cc2ccc(N(C)C)cc2)Cc2ccco2)cc1	30	-11%	3	-11%
62	CN(C)S(=O)(=O)c1ccc(C(=O)NCc2ccc3[nH]c4c(c3c2)CCCC4)cc1	21	.	.	-9%
63	CCN(CC)c1nc(N)c([N+](=O)[O-])c(NCCO)n1	0	.	.	-2%
64	N[C@]1(C(=O)O)CCc2cc(P(=O)(O)O)ccc21	.	20%	1	2%
65	COc1cnc(SCc2ccc(Cl)cc2Cl)nc1Cl	17	15%	7	-21%
66	CNC(=S)N(CCc1ccc(OC)c(OC)c1)Cc1cc2c(C)cc(C)cc2[nH]c1=O	68	.	.	-1%
67	O=C(Nc1ccc(Cl)cn1)c1cc(S(=O)(=O)N2CCCCC2)ccc1Cl	-16	7%	6	0%
68	CCOc1c2c(nc3ccc(Cl)cc13)CCC2	-12	9%	4	-22%
69	Cc1ccc2c(c1)N(CC(=O)NC1CCCc3ccccc31)C(=O)CO2 (stereo not given)	11	10%	4	-9%
70	CCCN(CCC)CC(=O)Nc1cccc2c1OCO2	-29	-1%	2	-5%
71	CCOc1ccc(OCC)c(NS(=O)(=O)c2ccc3c(c2)n(C)c(=O)c(=O)n3C)c1	?	1%	3	7%
72	COC(=O)C1=C(C(C)=O)C(c2ccc(C(=O)OC)cc2)n2nnnc2N1 (stereo not given)	?	0%	-11	-5%
73	CCN(CC)C(=O)CN(c1ccc2c(c1)OCO2)S(C)(=O)=O	-7	-3%	10	-4%
74	Cc1c(C(=O)OCC(=O)Nc2ccc3c(c2)OCO3)cccc1[N+](=O)[O-]	4	.	.	0%
75	CCN(CC)c1ccc(CN(C(=O)c2cc(OC)c(OC)c(OC)c2)C2CCS(=O)(=O)C2)cc1 (stereo not given)	-21	-1%	-4	-3%
76	CCOC(=O)c1cc(C(C)C)sc1NC(=O)COC(=O)CCS(=O)(=O)c1ccccc1	-13	.	.	0%
77	COc1ccccc1N1CCN(C(=O)CSc2nnc3n2C(C)(C)Cc2ccccc2-3)CC1	9	-2%	29	3%
78	ClCc1nnc(-c2ccccc2)o1	-1	.	.	1%
79	COc1cccc2oc(-c3ccc(O)cc3)cc(=O)c12	.	?	2	-3%
80	CC1=C(C(=O)OCc2ccccc2)C(c2ccc(N3CCOCC3)cc2)NC(=O)N1 (stereo not given)	21	2%	15	-4%
81	CC(C)c1ccc(-c2nc3c([nH]2)c(=O)n(C)c(=O)n3C)cc1	-5	-1%	-5	-5%
